High-throughput results deposited in PubChem BioAssay by several laboratories.
CF NFkB block – cystic fibrosis NF-kB activation inhibition | hit rate 0.86% among 360,000 | inhibition, % at 5 µM | KKLEB NF-kB-GFP reporter, PAF-induced, GFP fluorescence overnight;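 active means at least 50% inhibition at 5 µM, scaled per plate between neutral and stimulator controls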;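 further: PAF is a Pseudomonas aeruginosa culture filtrate used as stimulus; plate controls were PAF-stimulated DMSO wells for no effect and unstimulated DMSO wells for full effect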
NR2E3 ag-1 – activates human NR2E3 receptor. hit rate 0.35% among 360,000. CHO-S Gal4-NCOR/VP16-NR2E3 two-hybrid, luciferase. inhibition of corepressor binding, % at 3.98 µM. AID 602229;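 active means inhibition above the mean of all tested compounds plus 3 SD, cut at about 70% in these data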;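 further: 0% = DMSO with NR2E3 transfected cells and 100% = cells lacking NR2E3 construct; higher means lower luciferase signal from less NR2E3 corepressor binding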
Target sequence (Q9Y5X4 whole entry, looked up, the tested form may be a part): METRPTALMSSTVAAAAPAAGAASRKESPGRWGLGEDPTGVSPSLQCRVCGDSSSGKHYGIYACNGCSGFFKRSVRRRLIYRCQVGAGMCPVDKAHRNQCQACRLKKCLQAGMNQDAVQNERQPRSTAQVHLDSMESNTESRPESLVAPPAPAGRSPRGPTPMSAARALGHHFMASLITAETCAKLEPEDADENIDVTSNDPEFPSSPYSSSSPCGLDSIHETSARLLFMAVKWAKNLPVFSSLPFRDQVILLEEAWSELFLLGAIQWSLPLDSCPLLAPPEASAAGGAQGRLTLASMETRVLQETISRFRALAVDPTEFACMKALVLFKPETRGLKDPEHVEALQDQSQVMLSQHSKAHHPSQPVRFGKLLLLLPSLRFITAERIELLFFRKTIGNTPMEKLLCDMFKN
TWEAK-Fn14 inh – inhibitors of TWEAK-Fn14 interaction signaling; TWEAK-stimulated Fn14 reporter cells, luciferase luminescence, 8 h; AID 1159606; inhibition, % at 10 µM; hit rate 2% among 360,000; in the data active means inhibition above about 50%
hiPSC survival – enhancers of human iPSC single-cell survival. hiPSC single-cell survival, ATPlite luminescence; 100% = ROCK inhibitor wells, 0% = DMSO. survival enhancement, % at 20 µM. hit rate 0.044% among 360,000. AID 602274; in the data active means survival enhancement above about 18%;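 further: cells exposed to compounds for 16 hours before the ATP read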
MITF TRPM1 inh – reduces MITF-dependent TRPM1 promoter luciferase signal. SK-MEL-5 TRPM1 promoter luciferase, 24 h. inhibition, % at 12.5 µM. hit rate 0.83% among 330,000. AID 488899;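 active means mean inhibition across replicates of 60% or more, whatever share of single replicates reaches that level; inconclusive means some that reach 60%, reason not given; inactive means mean inhibition across replicates below 60%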; further: values of inactives mirror those of a sister screen read the other way
NR2E3 ag-2 – agonists of human nuclear receptor NR2E3. GST-NR2E3/biotin-RetCOR TR-FRET, 1536-well. AID 2300. hit rate 0.12% among 320,000. inhibition of corepressor binding, % at 4.78 µM;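 active means percent inhibition above the cutoff of mean plus 3 SD of all tested compounds, set per screening campaign, cut at about 20% in these data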;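 further: 0% = DMSO wells and 100% = biotin wells as full block of FRET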
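Material – GST-tagged NR2E3 plus biotinylated RetCOR corepressor · Quantity – NR2E3 fusion 1.35 nM · Times – 5 h incubation at 4 °C · Medium – pH 7.5 Tris-based buffer · Technique – TR-FRET, Eu(K)-anti-GST donor, streptavidin-D2 acceptor, ex 340, em 617/671 nm · Benchmarks – high control biotin, low control 0.6% DMSO · Format – 1536-well plates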
aDG glyco up – alpha-DG glycosylation activation; Pro5-aDG cells, alpha-DG glycosylation AlphaScreen (IIH6); 0% Pro5, 100% B10-LARGE cell signal; activation, % at 10 µM; hit rate 0.22% among 360,000;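 active means activation of at least 8% versus controls, or a plate z-score of at least 8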;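 further: Pro5 are CHO cells carrying HIG-tagged alpha-DG that lacks glycosylation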
KKLEB cytotox – CF airway cell cytotoxicity counter-screen | KKLEB CF airway cells viability, ATPlite luminescence, overnight; active compounds read low; cells stimulated with P. aeruginosa culture filtrate | activity change (cytotoxicity), % at 5 µM | hit rate 0.36% among 360,000;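 active means corrected activity change at or below -50% at 5 µM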
Shn3 3UTR inh – Schnurri-3 reporter inhibition in Clone20 osteoblasts; Clone20 osteoblast Shn3 3'UTR firefly luciferase, 24 h; inhibition, % at 12.5 µM; hit rate 0.52% among 360,000;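 active means mean inhibition of at least 75% with every replicate also reaching 75%; inconclusive means mean inhibition at least 75% but some replicate below; inactive means mean inhibition below 75%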;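 further: 0% = median of neutral control wells and 100% = pilot-screen positive control compound; some compounds past the cut are filed as inactive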
HIF-2a block – HIF-2a inhibition; 786-0 RCC cells HIF-2a reporter, luciferase luminescence, overnight; inhibition, % at 18.8 µM; hit rate 0.72% among 360,000;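 active means inhibition of the luminescence signal of 40% or more relative to plate controls, in a single-dose primary screen at 18.75 µM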
Peg3 promoter – reduces Peg3 promoter-driven luciferase expression in HeLa | HeLa PEG-Prom luciferase reporter, luminescence, overnight | inhibition, % at 20 µM | hit rate 1.7% among 360,000;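 active means inhibition of at least 50% at 20 µM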
* hit, by the source's call; ? = inconclusive; . = no result given.

1	COc1ccccc1NC(=O)c1ccccc1S(=O)(=O)c1ccc([N+](=O)[O-])cc1
2	CCS(=O)(=O)N1CCCC(C(=O)NCCc2ccc(OC)c(OC)c2)C1 (stereo not given)
3	COc1ccc(CNC(=O)CN(C)Cc2ccccc2F)cc1OC
4	Cc1ccc2c(c1)[C@H]1[C@H](CO2)[C@H](c2ccccc2)[C@]2(C)C(=O)N(Cc3ccccc3)CC(=O)N12
5	Cc1cc(/C=C(/C#N)C(=O)Nc2ccc(Cl)cc2)c(C)n1-c1cccnc1
6	COc1ccccc1NC(=O)C(CC=C(Cl)Cl)C(C)=O (stereo not given)
7	C=CCOc1ccc(/C=C/C(=O)OCc2csc(CC(=O)Nc3ccccc3C)n2)cc1
8	Cc1ccc(-n2nc(C)c3c(C)c(CCC(=O)NCc4ccco4)c(C)nc32)cc1

assay / compound	1	2	3	4	5	6	7	8
CF NFkB block	6	-12	3	4	14	2	-12	16
NR2E3 ag-1	-2	1	-5	-18	-23	5	6	10
TWEAK-Fn14 inh	1	5	40	6	21	6	-13	22
hiPSC survival	-0.1	3.1	0.7	1.0	-1.9	2.5	0.1	0.8
MITF TRPM1 inh	10	-5	1	3	-14	12	.	18
NR2E3 ag-2	1	2	1	.	-4	-1	-1	6
aDG glyco up	-0.2	-0.1	-0.2	0.1	-0.3	-0.1	0.0	-0.3
KKLEB cytotox	-2	8	-3	-11	7	3	21	-8
Shn3 3UTR inh	1	11	-5	2	31	6	8	5
HIF-2a block	-42	18	4	9	-37	14	9	18
Peg3 promoter	5	12	-15	18	-15	16	15	28

9	Cc1csc(NC(=O)CSc2nnc(CCNC(=O)c3ccc(Cl)c(Cl)c3)n2C)n1
10	O=C(CCNC(=O)N1CC(=O)Nc2ccccc21)NCc1cccc(Cl)c1
11	CCCNC(=O)c1cc(S(=O)(=O)N2CCc3ccccc32)cn1C
12	O=C1CC(C(F)(F)C(F)(F)C(F)(F)F)=Nc2ccccc2N1
13	COc1ccccc1NC(=O)Nc1ccc(C(N)=O)cc1
14	COC(=O)c1ccc(CNC(=O)CCC(=O)N2CCOCC2)cc1
15	O=C(Cc1ccccc1)Nc1nnc(-c2ccco2)o1
16	CC(C)c1ccc(/C=C/c2[nH]c(=O)[nH]c(=O)c2[N+](=O)[O-])cc1

assay / compound	9	10	11	12	13	14	15	16
CF NFkB block	-4	14	2	-3	-20	-16	13	5
NR2E3 ag-1	3	9	30	4	-23	-11	-1	-9
TWEAK-Fn14 inh	-16	-12	19	8	11	18	29	3
hiPSC survival	-1.6	0.0	-1.5	-1.3	0.0	-0.6	-0.4	0.3
MITF TRPM1 inh	0	-2	.	4	-12	5	-3	26
NR2E3 ag-2	-1	0	1	0	2	.	-1	4
aDG glyco up	0.0	-0.2	2.0	0.0	0.2	0.3	0.0	0.0
KKLEB cytotox	-8	-16	-2	-5	6	7	-1	6
Shn3 3UTR inh	15	-16	64	-5	-4	-10	10	16
HIF-2a block	-6	2	0	6	-45	11	16	-14
Peg3 promoter	-11	12	5	1	-23	-1	14	-21

17	COC(=O)c1ccc2nc(-c3ccc(OC)c(OC)c3)c(Cc3ccc(OC)cc3C)n2c1
18	CC(C)Oc1ccc(C(CCN)C2CCCCC2)cc1 (stereo not given)
19	CCOC(=O)C1(CCCc2ccccc2)CCN(S(C)(=O)=O)CC1
20	Cc1ccc(N(C(=O)c2ccc(S(=O)(=O)N(C)C)cc2)C2C=CS(=O)(=O)C2)cc1 (stereo not given)
21	CCOc1ccc(C(=S)N2CCOCC2)cc1OC
22	O=C(CNC(=O)c1cccc(S(=O)(=O)N2CCc3ccccc32)c1)Nc1ccccc1Br
23	Cc1sc2ncnc(NCCCO)c2c1C
24	COc1ccc(CNC(=O)COC(=O)c2ccc3ccccc3n2)cc1

assay / compound	17	18	19	20	21	22	23	24
CF NFkB block	16	21	20	5	-19	4	25	8
NR2E3 ag-1	-9	8	3	12	-20	24	-17	-22
TWEAK-Fn14 inh	-13	-9	-4	2	9	-46	1	2
hiPSC survival	1.5	-0.5	0.8	0.7	0.5	-0.5	-0.2	-0.4
MITF TRPM1 inh	.	88*	-10	8	4	-24	-19	5
NR2E3 ag-2	.	-2	4	2	3	.	6	.
aDG glyco up	0.3	-0.2	0.1	-0.2	0.2	0.3	0.0	-0.2
KKLEB cytotox	-16	-26	6	-11	-8	-4	-5	-2
Shn3 3UTR inh	10	77	13	-2	-28	8	8	-21
HIF-2a block	12	31	8	8	9	-7	10	10
Peg3 promoter	2	105*	14	11	2	15	-8	3

25	CCN(CC)C(=O)C(=O)Nc1cccc(Br)c1
26	COc1cccc(CCNC(=O)CC2C(=O)NCCN2CC(C)(C)C)c1 (stereo not given)
27	CCN1CCN(S(=O)(=O)c2ccc3ccccc3c2)CC1
28	CCC(=O)NCCCc1nc2ccccc2n1Cc1ccccc1F
29	Cc1cc(C)nc(/N=C(\N)N(Cc2ccccc2)Cc2ccccc2)n1
30	COc1ccc(N(C(=O)CCl)C(C(=O)NCCc2ccccc2)c2cccs2)cc1Cl (stereo not given)
31	Cc1ccc(NC(=O)COC(=O)Cn2cnc3c2c(=O)n(C)c(=O)n3C)cc1
32	O=C(O)C1CCCCC1C(=O)Nc1cccc(Cl)c1Cl (stereo not given)

assay / compound	25	26	27	28	29	30	31	32
CF NFkB block	-10	-1	13	2	4	89*	3	-18
NR2E3 ag-1	-53	-1	-8	-13	-12	27	-10	17
TWEAK-Fn14 inh	-16	10	2	13	-11	52*	2	-1
hiPSC survival	-3.4	-1.5	2.4	1.1	1.0	-3.3	-2.5	-4.9
MITF TRPM1 inh	-28	2	1	-10	3	86*	-4	-10
NR2E3 ag-2	2	-4	4	1	1	-1	.	1
aDG glyco up	-0.1	-0.2	0.1	-0.3	2.3	-0.4	0.1	-0.3
KKLEB cytotox	8	0	-4	6	-4	-104*	11	3
Shn3 3UTR inh	-33	-10	-6	-45	38	?	14	-19
HIF-2a block	-94	1	14	4	12	95*	0	7
Peg3 promoter	-87	-5	18	-14	-1	102*	-7	19

Part of the list above, showing only NR2E3 ag-1, aDG glyco up and hiPSC survival:
item | smiles | NR2E3 ag-1 | aDG glyco up | hiPSC survival
27 | CCN1CCN(S(=O)(=O)c2ccc3ccccc3c2)CC1 | -8 | 0.1 | 2.4
28 | CCC(=O)NCCCc1nc2ccccc2n1Cc1ccccc1F | -13 | -0.3 | 1.1
29 | Cc1cc(C)nc(/N=C(\N)N(Cc2ccccc2)Cc2ccccc2)n1 | -12 | 2.3 | 1.0
30 | COc1ccc(N(C(=O)CCl)C(C(=O)NCCc2ccccc2)c2cccs2)cc1Cl (stereo not given) | 27 | -0.4 | -3.3
31 | Cc1ccc(NC(=O)COC(=O)Cn2cnc3c2c(=O)n(C)c(=O)n3C)cc1 | -10 | 0.1 | -2.5

More records follow.
33	Clc1ccc(-c2ccc(SCc3ccccn3)nn2)cc1
34	COc1ccc(CNC(=O)CCNS(=O)(=O)c2cccc3nsnc23)cc1
35	O=C(Oc1ccc(C(=S)N2CCOCC2)cc1)c1ccccc1
36	Cc1ccc(/C=N/NC(=O)c2nnn(-c3nonc3N)c2CNc2ccccc2)cc1
37	CNC(=O)c1c(NC(=O)CCS(=O)(=O)c2ccc(F)cc2)sc(C)c1C
38	O=C(Nc1cccc(C(F)(F)F)c1)C1(c2ccccc2)CC1
39	CCN1CCN(c2nc(Nc3ccc(C)c(C)c3)nc(N)c2[N+](=O)[O-])CC1
40	CCc1cc2c(=O)[nH]c(-c3ccncc3)nc2s1

assay / compound	33	34	35	36	37	38	39	40
CF NFkB block	-4	-12	3	-13	-11	-6	22	-6
NR2E3 ag-1	-109	-16	26	4	10	7	1	-10
TWEAK-Fn14 inh	8	-5	-4	-31	6	-21	-10	0
hiPSC survival	-1.9	1.3	-1.4	-0.4	1.6	1.3	-0.4	-2.5
MITF TRPM1 inh	-122	-6	-1	8	-3	-6	-10	-11
NR2E3 ag-2	4	-2	-2	1	0	2	-1	-3
aDG glyco up	-0.1	0.1	0.5	-0.3	0.1	0.1	-0.4	-0.3
KKLEB cytotox	-3	-1	2	2	1	-2	-16	-6
Shn3 3UTR inh	-90	-9	-17	18	-5	-16	4	-21
HIF-2a block	-210	20	20	4	6	10	5	-13
Peg3 promoter	-314	13	-16	16	-6	0	0	7

Complete entries from above.
`COc1ccc(CNC(=O)CCNS(=O)(=O)c2cccc3nsnc23)cc1` reads CF NFkB block = -12; NR2E3 ag-1 = -16; TWEAK-Fn14 inh = -5; hiPSC survival = 1.3; MITF TRPM1 inh = -6; NR2E3 ag-2 = -2; aDG glyco up = 0.1; KKLEB cytotox = -1; Shn3 3UTR inh = -9; HIF-2a block = 20; Peg3 promoter = 13
`CCN1CCN(c2nc(Nc3ccc(C)c(C)c3)nc(N)c2[N+](=O)[O-])CC1` reads CF NFkB block = 22; NR2E3 ag-1 = 1; TWEAK-Fn14 inh = -10; hiPSC survival = -0.4; MITF TRPM1 inh = -10; NR2E3 ag-2 = -1; aDG glyco up = -0.4; KKLEB cytotox = -16; Shn3 3UTR inh = 4; HIF-2a block = 5; Peg3 promoter = 0

Remaining list, next part.
41	CN1CCN(C(=O)C2CCC(=O)N(Cc3cccc(C(F)(F)F)c3)C2)CC1 (stereo not given)
42	COc1cc(OC)c(NC(=O)Cn2cccc2)cc1Cl
43	CCOC(=O)/C(C#N)=C\c1ccc2c(c1)OCO2
44	Cc1ccc(S(=O)(=O)NCc2nc3ccccc3[nH]2)cc1
45	COCCOC(=O)C1=C(C)NC2=C(C(=O)CC(C)(C)C2)C1c1cc2c(cc1Br)OCO2 (stereo not given)

assay / compound	41	42	43	44	45
CF NFkB block	-2	8	10	7	8
NR2E3 ag-1	12	13	-22	-12	-32
TWEAK-Fn14 inh	6	-12	-12	-4	60*
hiPSC survival	0.6	4.8	-0.9	-2.1	-0.2
MITF TRPM1 inh	7	-2	-11	.	-9
NR2E3 ag-2	3	-2	3	3	5
aDG glyco up	0.0	0.3	0.2	-0.1	0.1
KKLEB cytotox	9	4	-2	-14	1
Shn3 3UTR inh	-27	-8	-14	0	10
HIF-2a block	-1	-9	-2	-97	6
Peg3 promoter	-6	0	-18	-25	13
